ALDH1A1 inh – qHTS Assay for Inhibitors of Aldehyde Dehydrogenase 1 (ALDH1A1). Aldehyde dehydrogenase 1A1 (Homo sapiens), P00352. AID 1030, 2008. Potency, µM (series often up to 75.3 µM), for inactives: at the top dose activity, negative = inhibition, most hits filed as inhibitors. Purified ALDH1A1, NADH fluorescence, propionaldehyde substrate. 220,000 tested, 7.3% active; active = well fitted inhibition curve with a large enough effect, not every such curve was filed as active; inconclusive = small, poorly fitted or top-dose-only effect, or another doubt; inactive = no such curve, though single readings can be large or run the other way;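 also: plate controls were no enzyme wells and a reference inhibitor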
Target sequence (P00352 whole entry, looked up): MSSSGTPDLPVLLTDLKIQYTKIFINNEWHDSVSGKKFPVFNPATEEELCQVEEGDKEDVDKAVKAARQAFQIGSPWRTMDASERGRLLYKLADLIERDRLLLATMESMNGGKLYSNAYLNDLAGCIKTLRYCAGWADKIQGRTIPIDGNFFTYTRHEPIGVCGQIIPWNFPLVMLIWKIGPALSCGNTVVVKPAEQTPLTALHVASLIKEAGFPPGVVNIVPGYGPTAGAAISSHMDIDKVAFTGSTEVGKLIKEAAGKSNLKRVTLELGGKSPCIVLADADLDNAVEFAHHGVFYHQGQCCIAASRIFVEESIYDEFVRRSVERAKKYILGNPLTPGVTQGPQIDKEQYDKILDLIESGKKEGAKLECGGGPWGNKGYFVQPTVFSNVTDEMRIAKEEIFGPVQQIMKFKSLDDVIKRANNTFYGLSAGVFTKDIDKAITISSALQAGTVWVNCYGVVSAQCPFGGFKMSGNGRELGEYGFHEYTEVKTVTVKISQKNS
Tau FP inhib – qHTS for Inhibitors of Tau Fibril Formation, Fluorescence Polarization; Microtubule-associated protein tau (Homo sapiens), P10636; K18 P301L tau heparin fibrillization, Alexa594 FP, 6 h; Potency, µM (top dose mostly 57.7 µM), inactives show at the top dose activity, negative = inhibition, actives largely listed as inhibitors; 280,000 tested, 0.39% active; AID 1468, 2008; also: % is scaled to controls: 0 for no effect and ±100 for the full control effect; nearly all actives have a fitted effect of over 55% in size
Target sequence (P10636 561-689 P618L limits assumed): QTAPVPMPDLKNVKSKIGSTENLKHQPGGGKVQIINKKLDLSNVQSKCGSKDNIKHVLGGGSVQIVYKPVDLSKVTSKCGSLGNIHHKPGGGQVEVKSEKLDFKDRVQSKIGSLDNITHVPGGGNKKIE
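Compound effects on tau fibrillization are measured by Alexa 594 fluorescence polarization (ex 555, em 632 nm). K18 P301L tau is used at 15 uM with 0.24 uM labeled tracer, and 20 uM heparin induces aggregation over 6 hr at 37 C.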
Tau fibril ThT – qHTS for Inhibitors of Tau Fibril Formation, Thioflavin T Binding | Microtubule-associated protein tau (Homo sapiens), P10636 | recombinant tau K18 P301L, heparin-induced fibrillization, ThT fluorescence | Potency, µM (highest dose often 57.4 µM), for inactives: top-dose activity, negative = inhibition, most hits filed as inhibitors | 270,000 tested, 2.1% active; also: % is scaled to controls: 0 for no effect and ±100 for the full control effect; nearly all actives have a fitted effect of over 55% in size
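ThT emission at 510 nm, taken 1 hr after adding 30 uM dye, quantifies aggregates formed when 20 uM heparin acts on human tau K18 P301L for 6 hr at 37 C.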
JMJD2E inh – qHTS Assay for Inhibitors of Human Jumonji Domain Containing 2E (JMJD2E) | JMJD2E catalytic domain, FDH-coupled NADH fluorescence (FDH is formaldehyde dehydrogenase) | AID 2147, 2009 | 230,000 tested, 1.6% active | Potency, µM (doses to about 57.1 µM), inactives show at the top dose activity change, negative = inhibition, most hits filed as inhibitors | Lysine-specific demethylase 4E (Homo sapiens), B2RXH2; active = well fitted inhibition curve with a large enough effect, not every such curve was filed as active; inconclusive = small, poorly fitted or top-dose-only effect, or another doubt; inactive = no such curve, though single readings can be large or run the other way;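 also: 0% = wells with enzyme and -100% = buffer wells without enzyme; nearly all actives have a fitted effect of over 50% in size; many of its hits are not listed in these tables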
Target sequence (B2RXH2 1-337 limits assumed): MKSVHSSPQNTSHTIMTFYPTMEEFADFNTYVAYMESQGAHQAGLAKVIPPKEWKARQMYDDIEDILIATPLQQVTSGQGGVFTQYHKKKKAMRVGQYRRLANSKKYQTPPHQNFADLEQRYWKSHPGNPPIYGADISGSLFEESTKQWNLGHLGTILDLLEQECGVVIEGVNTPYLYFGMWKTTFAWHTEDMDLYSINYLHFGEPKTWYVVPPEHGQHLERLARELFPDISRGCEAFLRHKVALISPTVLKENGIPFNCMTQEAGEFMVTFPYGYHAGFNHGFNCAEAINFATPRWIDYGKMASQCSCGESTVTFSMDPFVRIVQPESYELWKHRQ
HTT cytoprotect – qHTS Multiplex Assay to Identify Dual Action Probes in a Cell Model of Huntington: Cytoprotection (ATP); AID 1471, 2008; Potency, µM (titrated, usually from 56.4 µM), without a hit: cytoprotection (ATP increase), most hits filed as activators; PC12 HTT-Q103 induced, cytoprotection, ATP luminescence, 40 h; 230,000 tested, 0.14% active;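 also: % of control where 0% means no effect; nearly all actives have a fitted effect of over 45% in size; toxic huntingtin expression switched on by the ecdysone agonist tebufenozide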
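ATP quantification (ATPlite) reports survival of PC12 cells in which tebufenozide, 100 nM final, switches on Htt exon 1 with 103 glutamines linked to GFP; compounds are titrated.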
HttQ103 aggreg – qHTS Multiplex Assay to Identify Dual Action Probes in a Cell Model of Huntington: Aggregate Formation (GFP); PC12 HttQ103-GFP aggregates, Acumen cytometry, 40 h; Potency, µM (titrated, usually from 46.1 µM), for the others: top-dose activity change, negative = inhibition, actives largely listed as inhibitors; 220,000 tested, 1.1% active; also: % is scaled to controls: 0 for no effect and ±100 for the full control effect; nearly all actives have a fitted effect of over 60% in size
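Quantitative HTS on tebufenozide-induced (100 nM) PC12 cells stably expressing polyQ103 Huntingtin exon 1–GFP. Reduction of bright GFP aggregates, detected by laser scanning cytometry after lysis, identified actives across the titration.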
SMN2 splice up – qHTS Assay for Enhancers of SMN2 Splice Variant Expression; HEK293 SMN2-luciferase splicing reporter, luminescence, 30-36 h; Potency, µM (titrated, usually from 46.1 µM), for the others: at the top dose activity change, positive = activation, actives largely listed as activators; 210,000 tested, 2.8% active; also: % of control where 0% means no effect; nearly all actives have a fitted effect of over 55% in size
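qHTS luciferase splicing reporter: luminescence rises when SMN2 exon 7 is included in transfected HEK293 cells. Compound exposure lasted 30-36 h at 37C, with 4.5 mM final sodium butyrate as control, followed by a ONE-Glo read.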
Tau fluor counter – Counterscreen qHTS for Inhibitors of Tau Fibril Formation, Fluorescence Polarization; tau K18 P301L Alexa594 fluorescence, heparin fibrillization; Potency, µM (titrated, usually from 57.7 µM), without a hit: at the highest dose activity change, negative = decrease; 280,000 tested, 0.93% active; AID 1463, 2008; also: % is scaled to controls: 0 for no effect and ±100 for the full control effect; nearly all actives have a fitted effect of over 55% in size
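Human tau K18 P301L (15 uM unlabeled, 0.24 uM Alexa 594-labeled) in 100 mM sodium acetate pH 7 with 20 uM heparin, 6 hr at 37 C. ThT 30 uM added, 1 hr ambient; Alexa 594 FP and total fluorescence read at 555/632 nm.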
* marks the source's active call; other numbers are inactive results; ? = inconclusive; . = not tested or not shown; & = joins results of further samples; [ ] = dose if it differs, or a comment. Unless noted, calls follow the shape of the dose curve; as a rule, active = well fitted curve in the direction sought with a large enough effect; inconclusive = small, poorly fitted or top-dose-only effect, or another doubt; inactive = no such curve, though single readings can be large; an effect the other way counts as inactive or inconclusive. Potency is read from the fitted curve at half-maximal effect.

1) C=C[C@]1(C)C[C@H]1[C@H](NP(=O)(c1ccccc1)c1ccccc1)c1ccccc1
2) CN(C)CCCNS(=O)(=O)c1cc(Cl)c(Cl)cc1Cl
3) Cc1cc(C)n(-c2ncc3c(n2)N(CCO)CCOC3=O)n1
4) Nc1c2c(nc3ccn(-c4ccccc4)c(=O)c13)CCCCC2
5) COC(=O)c1[nH]c2cccc(Cl)c2c1NC(=O)CN1CCN(CCO)CC1
6) Cc1onc(-c2ccccc2)c1C(=O)Nc1nnc(COc2ccc(Cl)cc2)s1
7) COc1ccccc1Nc1nccc(N(C)C)c1C#N
8) COc1ccc(-c2nn(-c3ccccc3)cc2CNCc2cccnc2)c(F)c1

screen / no.	1	2	3	4	5	6	7	8
ALDH1A1 inh	12%	14%	7%	?	-6%	1.1µM*	-10%	?
Tau FP inhib	1%	2%	-2%	0%	-11%	?	-2%	12%
Tau fibril ThT	-10%	6%	-8%	-1%	-14%	?	3%	?
JMJD2E inh	5%	-1%	?	?	?	?	6%	?
HTT cytoprotect	.	-9%[10 µM]	29%[10 µM]	-17%[0.074 µM]	-7%	-2%[10 µM]	-6%	-20%[10 µM]
HttQ103 aggreg	-3%	-5%[9.22 µM]	16%[9.22 µM]	0%	-8%	-14%	-15%	-1%[9.22 µM]
SMN2 splice up	-2%	.	.	-13%	-19%	-28%	.	.
Tau fluor counter	0%	11%	-6%	6%	-15%	-27%	-1%	-26%

Quoted at random: four entries already listed
7) COc1ccccc1Nc1nccc(N(C)C)c1C#N
8) COc1ccc(-c2nn(-c3ccccc3)cc2CNCc2cccnc2)c(F)c1
1) C=C[C@]1(C)C[C@H]1[C@H](NP(=O)(c1ccccc1)c1ccccc1)c1ccccc1
4) Nc1c2c(nc3ccn(-c4ccccc4)c(=O)c13)CCCCC2

screen / no.	7	8	1	4
ALDH1A1 inh	-10%	?	12%	?
Tau FP inhib	-2%	12%	1%	0%
Tau fibril ThT	3%	?	-10%	-1%
JMJD2E inh	6%	?	5%	?
HTT cytoprotect	-6%	-20%[10 µM]	.	-17%[0.074 µM]
HttQ103 aggreg	-15%	-1%[9.22 µM]	-3%	0%
SMN2 splice up	.	.	-2%	-13%
Tau fluor counter	-1%	-26%	0%	6%

Next compounds follow.
9) CCOC(=O)CSc1nc2ccsc2c(=O)n1C1CCN(C(=O)OCC)CC1
10) CCOC(=O)N1CCN(C(=O)c2oc3ccc(S(=O)(=O)N4CCCCC4)cc3c2C)CC1
11) COc1ccc(Cl)cc1NC(=O)CN(C)CC(=O)Nc1ccc(C)cc1Br
12) CC(=O)N1CCN=C1SCc1c(F)cccc1Cl
13) C=CCNC(=O)c1c(C(F)(F)F)nn(C)c1Cl
14) COc1ccc(-c2nc(N/N=C(\C)c3ccc(O)cc3)c3ccccc3n2)cc1
15) CCOC(=O)CNC(=S)n1ncnc1N
16) CC1Cc2nc(SCC(=O)OCc3ccccc3)n(C)c(=O)c2S1 (stereo not given)

screen / no.	9	10	11	12	13	14	15	16
ALDH1A1 inh	-7%	1%	1%	10%	5%	.	?	?
Tau FP inhib	0%	-9%	-1%	-5%	-14%	6%	2%	-11%
Tau fibril ThT	-15%	-7%	?	?	3%	?	-4%	-9%
JMJD2E inh	2%	13%	9%	?	2%	-10%	-4%	5%
HTT cytoprotect	5%[0.074 µM]	-20%[0.074 µM]	-14%	5%[10 µM]	18%[10 µM]	-19%[10 µM]	?	5%[10 µM]
HttQ103 aggreg	8%	-31%	-25%	-7%	4%	8%[9.22 µM]	-14%	-5%
SMN2 splice up	-40%[inhibitor]	-30%	-26%	1%	2%	.	-12%	?
Tau fluor counter	-12%	-6%	-22%	-7%	3%	20µM*[quencher]	7%	-12%

17) CN(C)c1ccc(-c2nnc(SCC3CCCO3)n2C)cc1 (stereo not given)
18) COc1cc(/C=C(\C#N)c2ccccn2)ccc1OCc1ccc(Cl)cc1
19) CC(=O)NC1=NN(C(C)=O)C(C)(c2ccc(Br)cc2)S1 (stereo not given)
20) O=C(CCc1ccccc1)NCc1ccccn1
21) COc1cccc(-n2c(C)nc3c(cnn3-c3ccc(C)c(C)c3)c2=O)c1
22) COC(=O)c1cc2oc3ccccc3c2n1CC(=O)Nc1ccc(OC)c(OC)c1
23) CC#CCC1(C(=O)OC)C(=O)NC[C@H]1c1ccccc1 (stereo not given in full)
24) CC(C)CCNCC(=O)NC(c1ccccc1)c1ccccc1

screen / no.	17	18	19	20	21	22	23	24
ALDH1A1 inh	?	141%[activator]	9%	-10%	.	.	-4%&2%&7%	?
Tau FP inhib	2%	?	-2%	-7%	3%	-16%	1%&-9%&-4%	-1%
Tau fibril ThT	?	?	0%	-4%	-18%	-7%	-5%&-2%&4%	-4%
JMJD2E inh	-28%	-149%	-1%	13%	.	.	-2%&-12%&-5%	?
HTT cytoprotect	-5%[10 µM]	6%[10 µM]	-78%[inhibitor]	-1%[10 µM]	.	.	?	-14%
HttQ103 aggreg	0%[9.22 µM]	?	7%	-13%	.	.	.	13%
SMN2 splice up	.	.	7%	4%	-8%	9%	-7%&-1%&6%	-15%
Tau fluor counter	-11%	-29%	-4%	1%	-13%	-18%	-4%&-9%&-3%	-2%

25) O=C(Cc1ccc(Cl)cc1)NNC(=S)NC(=O)c1cccs1
26) CCOC(=O)N1CCN(C(=O)CSc2nnc(COc3ccc(Cl)cc3)o2)CC1
27) COc1cc(C(=O)Nc2c(C)cc(C)cc2C)c(-n2cnnn2)cc1OC
28) Cc1ccc2nc(-c3ccc(NC(=O)CSc4nc(N)cc(=O)[nH]4)cc3)sc2c1
29) O=C(O)c1cc(=O)[nH]c2c(Cl)cccc12
30) COc1ccc(CN2C(=O)c3oc4ccc(F)cc4c(=O)c3C2c2ccc(O)cc2)cc1 (stereo not given)
31) CCN(CC)c1ccc(/C=N/NC(=O)CN2CCCc3ccccc32)cc1
32) COc1ccc(C2C([N+](=O)[O-])=C(C)N(C)C(=O)N2C)cc1OC (stereo not given)

screen / no.	25	26	27	28	29	30	31	32
ALDH1A1 inh	.	3%	0%	.	-7%	.	?	4%
Tau FP inhib	1%	6%	?	-14%	-5%	?	0%	-6%
Tau fibril ThT	-11%	?	-8%	?	-3%	-12%	?	-2%
JMJD2E inh	?	-5%	2%	?	?	.	?	-1%
HTT cytoprotect	26%[10 µM]	-10%[10 µM]	-8%[10 µM]	18%[10 µM]	-7%	.	12%[10 µM]	14%[10 µM]
HttQ103 aggreg	5%[9.22 µM]	-31%	-10%	13%[9.22 µM]	16%[9.22 µM]	.	-10%	26%
SMN2 splice up	.	-9%	-8%	.	-4%	-2%	-28%	6%
Tau fluor counter	-8%	-1%	-3%	-23%	0%	-17%	?	1%

33) CC(C)(C)NC(=O)NCc1cccnc1
34) CC1CCCCN1C(=O)/C(=C\c1ccccc1)c1ccccc1 (stereo not given)
35) CCOC(=O)c1c(NC(C)=O)sc2c(OCC(O)CNC(C)(C)C)c(Br)ccc12 (stereo not given)
36) CCN(CC)CCCNC(=O)C1CCN(c2ncnc3c2sc2cccc(F)c23)CC1
37) O=C(OCc1ccccc1)C1=[N+]([O-])OC(C(=O)OCc2ccccc2)C1c1c[nH]c2ccccc12 (stereo not given)
38) CCc1cc(=O)oc2c(C)c(OCC(=O)N3CCCc4ccccc43)ccc12
39) O=C(CSc1ccc2c(c1)OCCO2)NCCN1C(=O)CSC1=O
40) O=C(O)c1ccc(CNC(=S)Nc2ccccc2)cc1

screen / no.	33	34	35	36	37	38	39	40
ALDH1A1 inh	.	-5%	-8%	.	?	?	2%	1%
Tau FP inhib	5%	0%	-4%	-4%	?	-2%	-8%	0%
Tau fibril ThT	4%	-10%	8%	.	?	?	-1%	6%
JMJD2E inh	0%	1%	-5%	-20%	-19%	?	4%	3%
HTT cytoprotect	7%[10 µM]	6%	22%[10 µM]	4%[10 µM]	2%	-35%	8%	?
HttQ103 aggreg	-8%[9.22 µM]	3%	10%[9.22 µM]	-3%[9.22 µM]	18%[9.22 µM]	?	-2%	26%
SMN2 splice up	.	-5%	.	.	14%	-6%	9%	1%
Tau fluor counter	5%	-4%	22%[2.34 µM]	-3%	?	-19%	0%	8%

41) Cc1c(NC(=O)C(C)OC(=O)[C@@H](NC(=O)c2ccccc2)C(C)C)c(=O)n(-c2ccccc2)n1C (stereo not given in full)
42) CC(C)c1nnc(SCC(=O)N2CCc3ccccc32)n1C
43) COc1ccc(OCc2nnc(SCC(=O)O)n2N)cc1
44) Cn1cc(Br)c(NC(=O)/C=C/C(=O)O)n1
45) O=C(NNC(=O)c1sccc1-n1cccc1)c1ccc(Cl)cc1

screen / no.	41	42	43	44	45
ALDH1A1 inh	6%	0%	-1%	.	-9%
Tau FP inhib	13%	-6%	-4%	-5%	-6%
Tau fibril ThT	-7%	-3%	0%	-12%	-12%
JMJD2E inh	11%	7%	-26%	-4%	-10%
HTT cytoprotect	-12%	-43%[1.9 µM]	-13%[10 µM]	-18%[10 µM]	10%[10 µM]
HttQ103 aggreg	2%	4%	3%	-6%[9.22 µM]	10%
SMN2 splice up	-15%	-2%	-5%	.	-18%
Tau fluor counter	2%	-6%	3%	-1%	-16%

High-throughput results from PubChem.

The list is partial (hit frequency here may not be typical).
